Alkaline phosphatase – human TNAP enzyme inhibitors, biochemical, luminescent (AID 518); purified TNAP enzyme, luminescent substrate readout; higher % means a stronger effect; inhibition, % at 20 µM; hits with a dose series show IC50 in µM; actives 0.09% (n = 64,000); in the data active = a potency from the dose series; inactive = the rest, 99 in 100 with inhibition below about 22%;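 note: plate controls were vehicle for no effect and reference inhibitor for full effect; many of its hits are not listed in these tables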
HPDE-C7K KRASV12 – viability loss of HPDE-C7K cells – cell-based, fluorescence, HTS, primary screen (AID 431); HPDE-C7K KRASV12 cells, Alamar Blue viability, 48 h; higher % means a stronger effect; cytotoxicity, % at 10 µM; hits with a dose series show EC50 in µM; actives 1.7% (n = 63,000);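 active = compounds whose percent cytotoxicity in the single-dose primary screen, scaled between solvent and toxic-drug controls, exceeds 50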;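 note: 0% = DMSO solvent wells and 100% = doxorubicin-treated wells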
LYP inhibition – inhibition of human PTPN22 tyrosine phosphatase – biochemical, DiFMUP fluorescence, recombinant catalytic domain, 10 µM, primary screen (AID 606). recombinant LYP catalytic domain, DiFMUP fluorescence; higher % means a stronger effect. one-dose inhibition, % at 10 µM; IC50 in µM for titrated hits. 52,000 tested, under 10 active;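 active = IC50 under 40 µM in the dose-response test; inactive = IC50 of 40 µM or more, or never dose-tested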
MK inhibit – inhibitors of Streptococcus pneumoniae mevalonate kinase; AID 555; actives 0.48% (n = 65,000); purified MK, PK/LDH-coupled NADH absorbance 340 nm; inhibition, % at 10 µM;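 active = ranked among the strongest by inhibition in the single 10 µM screen, a fixed top-ranked set picked for dose follow-up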; note: no value below 0 was filed
HPDE-C7 viability – cytotoxicity in HPDE-C7 cells, cell-based, fluorescence, HTS (AID 430); actives 1.8% (n = 63,000); HPDE-C7 pancreatic duct cells viability, fluorescence; higher % means a stronger effect; cytotoxicity, % at 10 µM; hits with a dose series show EC50 in µM;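 note: cells exposed to compound for 48 hours before viability readout; 0% = vehicle and 100% = reference cytotoxic drug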
HT1080 viability – cytotoxicity in HT1080 fibrosarcoma cells, cell-based, fluorescence readout (AID 620); HT1080 viability, fluorescence; higher % means a stronger effect; cytotoxicity, % at 10 µM; hits with a dose series show EC50 in µM; actives 0.42% (n = 87,000);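 note: cells exposed to compound overnight then 4 h with Alamar Blue; 0% = vehicle DMSO and 100% = killing control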
Spn DPM-DC inh – blocks S. pneumoniae diphosphomevalonate decarboxylase. purified DPM-DC, PK/LDH coupled NADH fluorescence. calls only at 10 µM. actives 0.49% (n = 65,000). AID 556;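 active = the 320 compounds with the highest percent inhibition in the single-dose primary screen, excluding strongly autofluorescent ones, cut at about 32% in these data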;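 note: kinetic rate of NADH fluorescence loss reporting ADP formed by the decarboxylase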
Bfl-1 inhibitors – displacement of Bid BH3 peptide from Bfl-1 – biochemical, fluorescence polarization, FITC-Bid, mouse, primary screen (AID 432); displacement, % at 20 µM; hits with a dose series show IC50 in µM; actives 0.02% (n = 64,000); FITC-Bid BH3 peptide fluorescence polarization displacement; higher % means a stronger effect; in the data active = a potency from the dose series; inactive = the rest, 99 in 100 with displacement below about 15%; note: strong numbers were not always called active
Spn PMK inh – S. pneumoniae PMK inhibition; purified PMK, PK/LDH-coupled NADH absorbance 340 nm; inhibition, % at 10 µM; actives 0.49% (n = 65,000); AID 539;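 active = top-ranked compounds by inhibition in the single 10 µM screen, taking a fixed number of the strongest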;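 note: 0% = full reaction with DMSO carrier and 100% = background rate without enzyme reaction; no value below 0 was filed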
Spn PMK inh pilot replicates – also measured in Spn PMK inh; calls as there; inhibition, %; measured here: pilot screen replicates
MK inhibit pilot replicates – second read-out of MK inhibit, no call of its own (marks repeat the call); inhibition, %; measured here: pilot screen replicates
Spn DPM-DC inh pilot screen % – further read-out of Spn DPM-DC inh, marked with its call; inhibition, %; measured here: pilot screen trials
Starred values were filed as active, the others as inactive; i = inactive; · = not tested or not shown; + = active, no number. Cut-off read from the data, not from the text of the source, unless noted: active = cytotoxicity above about 50%; inactive = the rest.

SMILES	Alkaline phosphatase	HPDE-C7K KRASV12	LYP inhibition	MK inhibit	HPDE-C7 viability	HT1080 viability	Spn DPM-DC inh	Bfl-1 inhibitors	Spn PMK inh	others
COc1nc(NCCc2ccc(OC)c(OC)c2)nc(OC)n1	8%	-7%	9%	3	5%	12%	i	-3%	5
CN1CCCN(CC(O)COCc2cccs2)CC1 (stereo not drawn)	13%	5%	11%	0	1%	-2%	i	-6%	17	Spn PMK inh pilot replicates=3.5;MK inhibit pilot replicates=0.0;Spn DPM-DC inh pilot screen %=2.0
Cn1nnnc1SCC(=O)c1cccs1	3%	-15%	6%	14	-32%	1%	i	-10%	4
Cc1ccc(-c2ccc(CCC(=O)O)n2NC(=O)c2cccs2)cc1	9%	-4%	-5%	3	2%	1%	i	3%	7
COC(=O)C1=C(N)Oc2cc(C)[nH]c(=O)c2C1c1cc(OC)c(OC)c(OC)c1 (stereo not drawn)	8%	-3%	12%	0	-1%	34%	i	0%	0
COCCN1CCn2c(nc3cc(NC(=O)NC4CCCCC4)ccc32)C1	8%	-5%	11%	9	-17%	-4%	·	-1%	8
N#CC1=C(SCC(=O)Nc2cccc3cccnc23)NC(=O)C(C#N)C12CCCCC2 (stereo not drawn)	18%	·	13%	3	·	-2%	i	-2%	0
CCCNC(=O)c1ccc(CNc2c(N3CCC(C(=O)OCC)CC3)c(=O)c2=O)cc1	6%	-5%	4%	9	3%	-5%	i	1%	18
Cc1ccc2c(CC(=O)Nc3sccc3C(N)=O)coc2c1	16%	-3%	1%	0	-2%	2%	i	1%	12
Cn1cccc1-c1nc2ccc(NC(=O)c3ccco3)cc2[nH]1	5%	2%	·	9	-2%	-2%	i	2%	9	Spn PMK inh pilot replicates=0.0;MK inhibit pilot replicates=0.0;Spn DPM-DC inh pilot screen %=0.0
Cc1cc(NC(=O)c2ccccc2Oc2ccccc2)no1	10%	-4%	9%	6	-5%	3%	i	3%	6	Spn PMK inh pilot replicates=0.0;MK inhibit pilot replicates=0.0;Spn DPM-DC inh pilot screen %=0.0
COCCN1Cc2cccc(C(=O)NCc3ccc4c(c3)OCO4)c2C1=O	7%	0%	·	5	-3%	7%	i	6%	13
Cc1nc(NCc2ccco2)nc2c1C(=O)CC(C)C2 (stereo not drawn)	13%	0%	-4%	5	-6%	5%	i	-4%	0
CCCn1c(C)nc2c(c1=O)c1nc3ccccc3nc1n2-c1ccc2c(c1)OCCO2	8%	38%	-3%	3	51%*	7%	+	7%	0
CCOC(=O)Cc1nnc(Nc2cccc(O)c2)c2ccccc12	15%	10%	15%	15	5%	-4%	i	6%	5	Spn PMK inh pilot replicates=1.0;MK inhibit pilot replicates=2.5;Spn DPM-DC inh pilot screen %=6.5
Cn1c(SCC(=O)N2CCOCC2)nc2cccnc21	11%	9%	12%	4	5%	-5%	i	-2%	8
Cc1c(Cl)cccc1N1C(=O)CC(N(O)c2ccccc2)C1=O (stereo not drawn)	4%	-7%	4%	13	5%	-1%	i	0%	6
COc1ccc(C(=O)Nc2cccc(N(C)S(C)(=O)=O)c2)cc1OC	6%	-9%	10%	5	-11%	-3%	i	-2%	11
Cc1nc2nc(COc3ccccc3)[nH]n2c(=O)c1Cc1ccccc1	1%	-20%	-2%	4	-12%	-2%	i	-1%	3
Cc1ccc(S(=O)(=O)c2cc3c(=O)n4cc(C)ccc4nc3n(CC3CCCO3)c2=N)cc1 (stereo not drawn)	12%	-6%	17%	9	-3%	-2%	i	-4%	1
Cc1nc2ncnn2c(Nc2ccc3c(c2)OCO3)c1Cc1ccccc1	9%	1%	8%	6	7%	1%	i	-3%	4
CCOC(=O)c1c(N)c(C#N)cn1-c1ccccc1	9%	1%	-3%	3	1%	-3%	i	-10%	5
Cc1ccc2[nH]c(=O)c(CNC(C)C)cc2c1	7%	-4%	15%	13	-1%	0%	i	2%	12
O=C1NC(c2cccnc2)C(C(=O)c2cccs2)C(O)(C(F)(F)F)N1 (stereo not drawn)	9%	-18%	14%	10	-23%	-2%	i	8%	11	Spn PMK inh pilot replicates=6.5;MK inhibit pilot replicates=5.0;Spn DPM-DC inh pilot screen %=5.5
CC(=O)NCC(=O)NC(C(=O)Nc1ccc2c(c1)OCCO2)c1ccc(C)cc1 (stereo not drawn)	5%	-10%	15%	0	-13%	9%	i	-3%	21
CC1(C)CC(=O)C2=C(C1)Oc1ncn(CCO)c(=N)c1C2c1ccccc1 (stereo not drawn)	6%	-6%	·	3	3%	-13%	i	-3%	5
O=C(C1CCN(S(=O)(=O)c2ccc(Br)s2)CC1)N1CCc2ccccc21	12%	3%	2%	2	11%	·	i	-3%	13
Cc1cc(Nc2ccc(F)cc2Cl)n2nc(C)nc2n1	0%	-4%	-20%	14	-2%	-3%	i	-4%	11
CCN(CC)C(=O)c1ccc(O)c(OC)c1	15%	-15%	26%	12	0%	-8%	i	-6%	0	Spn PMK inh pilot replicates=0.0;MK inhibit pilot replicates=0.0;Spn DPM-DC inh pilot screen %=3.0
COc1ccc(Cl)cc1N(C)C(=O)CCNC(=O)Cn1cnc2ccccc2c1=O	4%	-8%	16%	8	6%	-7%	i	-3%	10
CC(=O)Oc1ccc(CCC(C)OC(C)=O)cc1 (stereo not drawn)	4%	-3%	7%	0	-6%	-1%	i	6%	0	Spn PMK inh pilot replicates=0.5;MK inhibit pilot replicates=0.0;Spn DPM-DC inh pilot screen %=0.0
Cc1cccc(OCc2nnc(SCC(=O)Nc3sc(C)c(C)c3C#N)n2C)c1	7%	4%	·	0	3%	-1%	i	0%	16
Cc1ccnc(NC(=O)CCc2c(C)nc3ncnn3c2C)c1	3%	5%	1%	1	-5%	2%	i	-12%	14
COc1cc(S(=O)(=O)NC2CCCC2)ccc1Cl	7%	-2%	6%	10	4%	-4%	i	-5%	0
COc1cc(C)c(N)cc1C(C)C	17%	1%	-4%	2	0%	-1%	i	4%	3	Spn PMK inh pilot replicates=0.0;MK inhibit pilot replicates=0.0;Spn DPM-DC inh pilot screen %=0.0
CCOC(=O)c1cnn(-c2nc(C)nc3sc4c(c23)CCC4)c1N	12%	10%	·	1	-8%	-4%	i	-2%	16
Cc1c(N=C2C(=O)Nc3ccccc32)c(=O)n(-c2ccccc2)n1C	0%	-25%	9%	0	-42%	-31%	i	2%	2
Cc1ccc(-c2nc(CS(=O)CC(=O)NCCN(CC(C)C)CC(C)C)c(C)o2)cc1 (stereo not drawn)	9%	-13%	-1%	3	-12%	22%	i	0%	0	Spn PMK inh pilot replicates=3.0;MK inhibit pilot replicates=3.0;Spn DPM-DC inh pilot screen %=10
CCCOc1ccc(CSC(CC(=O)O)C(=O)O)cc1 (stereo not drawn)	4%	4%	14%	0	0%	-1%	i	-1%	14
CCOC(=O)c1[nH]c(C)c(C(=O)NC)c1C	21%	2%	-2%	6	-3%	-6%	i	-2%	4	Spn PMK inh pilot replicates=3.5;MK inhibit pilot replicates=0.0;Spn DPM-DC inh pilot screen %=1.5
CCCc1nc(SCC(=O)N2CCC(Cc3ccccc3)CC2)c2c(=O)n(C)c(=O)n(C)c2n1	1%	6.6µM*	3%	5	6.8µM*	5%	i	2%	5
CCCN1C2=C(C(=O)CCC2)C(c2ccc(O)c(Br)c2)C2=C1CCCC2=O	10%	-10%	-14%	8	-14%	0%	i	10%	2	Spn PMK inh pilot replicates=3.0;MK inhibit pilot replicates=0.0;Spn DPM-DC inh pilot screen %=14
CC1=CC(C)(C)N=C(NC#N)N1	5%	0%	10%	11	-7%	-1%	i	-2%	6
COc1ccc(CC(=O)OCc2cc3ccccc3[nH]c2=O)cc1	5%	-18%	16%	7	-16%	6%	i	-2%	12
CCc1ccc(NC(=O)C(C)Nc2ccc(S(=O)(=O)NC(C)=O)cc2)cc1 (stereo not drawn)	3%	-6%	-9%	7	-16%	-2%	i	5%	18
O=S(=O)(c1ccc(NC2CCCc3ccccc32)nc1)N1CCOCC1 (stereo not drawn)	-4%	-3%	9%	3	4%	-7%	i	1%	15
COc1cccc(CNC(=O)C2CCN(S(=O)(=O)c3ccc4c(c3)CCC(=O)N4)CC2)c1	-8%	-7%	3%	7	-3%	-8%	i	-2%	5
COc1ccc(S(=O)(=O)Cc2ccc(C(=O)N3CCN(C(=O)c4ccco4)CC3)o2)cc1	15%	2%	-7%	1	1%	-4%	i	-1%	5
CC(C)Cc1nc(N2CCN(C(=O)C(C)C)CC2)c(C#N)c2c1CCC2	5%	-14%	4%	27	2%	-9%	·	-1%	3
c1ccc2c(c1)CC(N1CCCCC1)c1ccccc1N2 (stereo not drawn)	20%	-14%	-22%	0	-11%	1%	i	-3%	0	Spn PMK inh pilot replicates=2.5;MK inhibit pilot replicates=0.0;Spn DPM-DC inh pilot screen %=1.0

Next results:
SMILES	Alkaline phosphatase	HPDE-C7K KRASV12	LYP inhibition	MK inhibit	HPDE-C7 viability	HT1080 viability	Spn DPM-DC inh	Bfl-1 inhibitors	Spn PMK inh	others
CCC(Sc1ncnc2c1nnn2-c1ccc(F)cc1)C(=O)OC (stereo not drawn)	6%	8%	-4%	8	6%	-2%	i	8%	7
c1ccc(-c2nnc(N3CCOCC3)nc2-c2ccccc2)cc1	7%	14%	·	0	1%	-1%	i	-8%	0
OCc1cc(CO)c(O)c(CCc2ccccc2)n1	3%	-16%	6%	3	-22%	0%	·	-4%	0
O=C1c2ccccc2C(Nc2cccc(C(F)(F)F)c2)N1Cc1ccco1 (stereo not drawn)	7%	12%	6%	2	12%	10%	i	-4%	6
CCOC(=O)c1sc2nc3n(c(=O)c2c1C)CCCCC3	8%	-7%	·	9	-1%	-7%	i	-2%	9
CC(=O)c1ccccc1OC(=O)c1ccco1	-1%	-1%	·	10	2%	-10%	i	-6%	3
Cc1nn(C(=O)c2ccc3c(c2)OCO3)c(N)c1-c1ccccc1	19%	11%	11%	9	-2%	0%	i	-2%	2	Spn PMK inh pilot replicates=1.0;MK inhibit pilot replicates=0.0;Spn DPM-DC inh pilot screen %=1.0
CN(CC(=O)N1CCN(c2ccc(F)cc2)CC1)S(=O)(=O)c1ccc(F)cc1	12%	-4%	-5%	0	-17%	7%	i	2%	10	Spn PMK inh pilot replicates=2.0;MK inhibit pilot replicates=0.0;Spn DPM-DC inh pilot screen %=0.0
COc1ccc(Cl)cc1NC(=O)CN1C(=O)CCS(=O)(=O)c2ccccc21	5%	3%	13%	1	-7%	-4%	i	5%	0
CCOc1ccc(N(C(C)C(=O)NC2CCCCCC2)S(C)(=O)=O)cc1 (stereo not drawn)	15%	8%	-4%	2	-2%	0%	i	-2%	7	Spn PMK inh pilot replicates=0.0;MK inhibit pilot replicates=0.0;Spn DPM-DC inh pilot screen %=0.0
CC1CCCN(C(=O)CSc2nnc3n(C4CCCC4)c(=O)c4ccccc4n23)C1 (stereo not drawn)	1%	12%	7%	3	-3%	4%	i	-2%	9

Screens as filed in PubChem.
